Pf apPOL block: Pf-apPOL DNA polymerase inhibition; 210,000 compounds, 0.25% hits; inhibition, % at 10 µM; AID 1794808; Recombinant Pf-apPOL, molecular beacon fluorescence, 1.5 h
mHTT CaM bind: inhibitors of human mutant huntingtin-calmodulin interaction; P42858; AlphaScreen His-mHTT/GST-CaM binding, luminescence; inhibition, % at 15 µM; 190,000 compounds, 3.6% hits;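 also: 0% = both proteins with DMSO and 100% = one protein alone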
Target sequence (P42858 whole entry, looked up, stated change not applied): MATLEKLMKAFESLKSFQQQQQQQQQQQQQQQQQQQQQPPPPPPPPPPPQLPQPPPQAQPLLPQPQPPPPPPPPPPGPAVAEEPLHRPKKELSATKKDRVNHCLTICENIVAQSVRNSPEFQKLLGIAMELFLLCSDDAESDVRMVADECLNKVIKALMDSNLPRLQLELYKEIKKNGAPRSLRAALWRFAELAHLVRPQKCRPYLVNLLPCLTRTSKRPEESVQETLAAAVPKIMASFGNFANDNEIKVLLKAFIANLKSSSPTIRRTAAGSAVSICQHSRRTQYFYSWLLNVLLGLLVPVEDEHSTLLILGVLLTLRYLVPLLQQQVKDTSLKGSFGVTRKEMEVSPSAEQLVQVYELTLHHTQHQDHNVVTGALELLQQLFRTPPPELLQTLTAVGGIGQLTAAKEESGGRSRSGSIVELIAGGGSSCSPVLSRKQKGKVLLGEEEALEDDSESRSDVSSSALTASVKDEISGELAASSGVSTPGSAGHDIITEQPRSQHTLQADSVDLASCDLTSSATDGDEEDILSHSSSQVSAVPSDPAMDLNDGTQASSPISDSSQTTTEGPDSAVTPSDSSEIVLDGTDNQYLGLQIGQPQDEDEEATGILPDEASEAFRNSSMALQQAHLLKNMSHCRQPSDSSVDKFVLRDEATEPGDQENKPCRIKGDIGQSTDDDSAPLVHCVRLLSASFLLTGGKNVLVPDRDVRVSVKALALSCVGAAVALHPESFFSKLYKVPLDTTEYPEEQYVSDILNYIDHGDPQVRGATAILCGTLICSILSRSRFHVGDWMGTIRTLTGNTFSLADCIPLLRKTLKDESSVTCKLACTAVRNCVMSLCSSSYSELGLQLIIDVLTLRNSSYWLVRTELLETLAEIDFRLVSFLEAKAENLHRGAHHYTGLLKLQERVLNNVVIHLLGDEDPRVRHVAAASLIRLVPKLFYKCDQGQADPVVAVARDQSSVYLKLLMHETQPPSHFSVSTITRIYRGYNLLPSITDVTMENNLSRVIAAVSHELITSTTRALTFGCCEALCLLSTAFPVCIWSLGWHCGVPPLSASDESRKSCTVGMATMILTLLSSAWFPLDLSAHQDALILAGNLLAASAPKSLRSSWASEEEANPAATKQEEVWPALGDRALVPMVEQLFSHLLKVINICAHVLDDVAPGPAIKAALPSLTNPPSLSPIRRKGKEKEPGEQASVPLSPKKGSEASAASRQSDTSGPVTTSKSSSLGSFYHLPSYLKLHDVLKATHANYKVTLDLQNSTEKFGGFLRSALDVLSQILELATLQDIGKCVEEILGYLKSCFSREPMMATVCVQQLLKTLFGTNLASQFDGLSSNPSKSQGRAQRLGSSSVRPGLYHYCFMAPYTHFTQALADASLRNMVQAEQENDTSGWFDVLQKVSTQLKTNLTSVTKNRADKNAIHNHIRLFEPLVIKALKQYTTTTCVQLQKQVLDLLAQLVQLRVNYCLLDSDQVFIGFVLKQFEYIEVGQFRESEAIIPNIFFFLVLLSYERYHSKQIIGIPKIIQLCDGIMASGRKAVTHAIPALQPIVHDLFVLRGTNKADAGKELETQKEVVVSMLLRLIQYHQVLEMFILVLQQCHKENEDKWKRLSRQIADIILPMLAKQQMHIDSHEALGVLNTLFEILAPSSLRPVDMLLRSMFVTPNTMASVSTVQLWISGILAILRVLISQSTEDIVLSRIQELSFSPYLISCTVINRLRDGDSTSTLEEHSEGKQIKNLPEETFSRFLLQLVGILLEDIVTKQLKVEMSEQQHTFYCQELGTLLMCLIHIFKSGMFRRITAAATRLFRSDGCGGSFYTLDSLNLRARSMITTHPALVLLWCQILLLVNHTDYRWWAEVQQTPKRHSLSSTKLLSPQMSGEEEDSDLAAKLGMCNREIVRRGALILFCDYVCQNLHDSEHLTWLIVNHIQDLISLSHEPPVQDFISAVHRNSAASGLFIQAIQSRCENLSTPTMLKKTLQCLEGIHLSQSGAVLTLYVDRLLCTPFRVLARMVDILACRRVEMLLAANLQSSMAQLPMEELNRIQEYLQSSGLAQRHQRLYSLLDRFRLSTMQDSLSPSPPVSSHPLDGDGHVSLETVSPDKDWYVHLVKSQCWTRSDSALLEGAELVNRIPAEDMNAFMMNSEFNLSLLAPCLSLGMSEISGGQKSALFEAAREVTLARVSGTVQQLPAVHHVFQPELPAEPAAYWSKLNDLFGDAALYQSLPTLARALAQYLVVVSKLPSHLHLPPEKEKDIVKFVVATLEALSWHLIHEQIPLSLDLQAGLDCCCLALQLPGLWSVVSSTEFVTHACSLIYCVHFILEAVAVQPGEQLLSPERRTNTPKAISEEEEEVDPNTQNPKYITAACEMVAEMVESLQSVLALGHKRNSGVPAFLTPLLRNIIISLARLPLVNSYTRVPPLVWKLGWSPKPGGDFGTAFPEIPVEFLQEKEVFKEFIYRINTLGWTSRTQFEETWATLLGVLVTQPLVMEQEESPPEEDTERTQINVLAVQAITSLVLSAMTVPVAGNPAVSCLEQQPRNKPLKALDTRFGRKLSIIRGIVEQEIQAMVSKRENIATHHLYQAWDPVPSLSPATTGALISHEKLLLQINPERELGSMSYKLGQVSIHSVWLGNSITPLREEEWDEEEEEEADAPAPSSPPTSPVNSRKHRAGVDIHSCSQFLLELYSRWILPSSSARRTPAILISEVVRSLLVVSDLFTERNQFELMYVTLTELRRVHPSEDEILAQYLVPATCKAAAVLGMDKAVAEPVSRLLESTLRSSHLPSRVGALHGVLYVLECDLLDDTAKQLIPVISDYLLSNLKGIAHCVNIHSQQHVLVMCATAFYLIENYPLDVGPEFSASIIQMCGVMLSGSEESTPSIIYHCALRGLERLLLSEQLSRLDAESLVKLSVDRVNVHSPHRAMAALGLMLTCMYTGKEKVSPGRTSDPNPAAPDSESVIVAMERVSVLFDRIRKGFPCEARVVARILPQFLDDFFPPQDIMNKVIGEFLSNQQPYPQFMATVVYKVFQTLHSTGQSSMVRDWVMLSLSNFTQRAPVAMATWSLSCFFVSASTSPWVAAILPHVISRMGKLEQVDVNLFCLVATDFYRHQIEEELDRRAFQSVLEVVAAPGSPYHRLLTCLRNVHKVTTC
The depositor's hits bear a star; · = not tested or not shown; & = joins results of further samples. Rule as the data show it: active = inhibition above about 50%; inactive = the rest.

Each structure is followed by: Pf apPOL block | mHTT CaM bind
COc1ccc(CNC(=O)CSc2nc3nc(C)c(Cc4ccc(C)cc4)c(C)n3n2)cc1
→ -4 | 23
COc1ccc(CCNC(=O)C2CCC(=O)N2Cc2ccccc2Cl)cc1OC (stereo not drawn)
→ -16 | -2
Cn1c2c(c(=O)n(C)c1=O)CN(Cc1ccccc1)CN2
→ 11 | -1
Cc1ccc2c(c1)-c1c(ssc1=Nc1cc(Cl)ccc1Cl)C(C)(C)N2
→ · | 98*
Oc1ccc(Br)cc1C=Nc1ccccc1F
→ 0 | -2
CC(=O)Nc1nnc(CCS(=O)(=O)c2ccc(Br)cc2)s1
→ -2 | -3
COc1ccc(C)cc1N1C(=O)NC2CC1(C)Oc1ccc(Cl)cc12 (stereo not drawn)
→ 0 | 25
COc1cccc2c1Oc1ccccc1N=C2N1CCN(C(=O)CC(C)C)CC1
→ -2 | 24
O=S(=O)(NCCCO)c1ccc2c(c1)Cc1cc(S(=O)(=O)NCCCO)ccc1-2
→ -4 | -8&-1
Cc1ccc(S(=O)(=O)N(Cc2ccc([N+](=O)[O-])cc2)C(C)(C)C)cc1
→ -8 | 0
Cc1ccccc1NC(=O)CN1C(=O)CC(c2cccc(Cl)c2)=Nc2cccnc21
→ 1 | -2
CN1CCCN(C2CC(=O)N(c3ccc(Br)cc3)C2=O)CC1 (stereo not drawn)
→ -3 | 2
CC(=O)CSc1n[nH]c(CN2c3ccccc3Sc3ccccc32)n1
→ -2 | ·
Cn1c(-c2c(N)n(Cc3ccccc3)c(=O)c3cc([N+](=O)[O-])ccc23)nc2ccccc21
→ -10 | ·
O=S(=O)(c1ccc(-c2csc(=Nc3ccccc3)n2CCCO)cc1)N1CCCCC1
→ 0 | 51*
Cc1cccc(CNC(=O)c2cccc(C3CCCN(C(=O)NC(C)C)C3)c2)c1 (stereo not drawn)
→ -5 | -7
COc1nccnc1N1CCC(N(C)S(=O)(=O)c2cn(C)cn2)C1 (stereo not drawn)
→ 0 | -2
COc1ccc(S(=O)(=O)Nc2cc(Cl)ccc2OC)cc1
→ 2 | -4
Cc1nc2c(c(-c3ccc(Cl)cc3)c1C#N)C(=O)c1ccccc1-2
→ -4 | -1
Cc1nc(Nc2c(F)cccc2F)c2c(C)c(C)sc2n1
→ 4 | -1
O=C1C2C3C=CC(C3)C2C(=O)N1C1CCS(=O)(=O)C1 (stereo not drawn)
→ 2 | 1
O=C(c1ccc2ncnc(N3CCCC3)c2c1)N1CCCCCC1
→ 4 | -2
Cc1ccc(NC(=O)C(=O)NCC(c2cccnc2)N2CCc3ccccc3C2)cc1F (stereo not drawn)
→ -4 | -15
O=C(Nc1ccc2sccc2c1)c1ccc(Cl)s1
→ 4 | -13
COCCNC(=O)c1cc2sc3ccccc3c2s1
→ 10 | 2
Cc1ccc(C)n1-c1ccsc1C(=O)NN
→ -11 | ·
COc1ccc(S(=O)(=O)N2CCC(CN3CCCCCC3)CC2)cc1Cl
→ -1 | 6
CCc1ncc(C(=O)N2CCCC2)c(-c2ccccc2)n1
→ -2 | -8
CCn1cc(S(=O)(=O)CC(=O)NC2CCCCC2)c2ccccc21
→ 1 | 3
CCOC(=O)CNC(=O)N1CC2CCCN2c2ccccc21 (stereo not drawn)
→ -3 | 16
COc1ccc(Cl)cc1C(=O)NCC1(O)CCOCC1
→ -7 | -12
O=C(Nc1ccc(S(=O)(=O)N2CCOCC2)cc1)c1ccccc1I
→ -14 | 7
O=C(c1ccccn1)N1CCC2(C1)NCc1ccccc1NC2=NCc1ccccc1 (stereo not drawn)
→ -11 | 13
Cc1ccc(C)c(N2CCN(C(=O)CC(C)(C)C)C(C)C2=O)c1 (stereo not drawn)
→ 0 | -5
Cc1ccccc1Cn1c2ccccc2c(=O)c2ccccc21
→ -3 | -9
O=C(NCc1nnc(SCC(=O)N2CCCc3ccccc32)o1)c1c(F)cccc1Cl
→ -8 | 4
CC1(C)CC(=O)C2=C(C1)N=C1c3ccccc3C(=O)C1C2c1cccc(F)c1 (stereo not drawn)
→ -9&1 | 10&31
N#CC(=Cc1ccc2c(c1)CCO2)C(=O)c1ccccc1
→ 0 | ·
CC(C)NC(=O)c1cc2nc(-c3ccc(Br)cc3)cc(C(F)(F)F)n2n1
→ -17 | -2
Cc1ccc(C)c(NC(=O)c2c(O)c3cccc4c3n(c2=O)CC4)c1
→ -2 | 4
O=C(OCc1cn([C@H]2C[C@H](c3ccccc3)N(CC3CCCCC3)C[C@@H]2O)nn1)c1ccccc1
→ -1 | -4
O=C(Nc1ccc2oc(-c3ccccc3)nc2c1)c1ccc(Cl)c([N+](=O)[O-])c1
→ 0 | 3
CC(C)c1nnc(C2CCN(S(=O)(=O)c3ccc(F)cc3F)CC2)o1
→ 0 | -11
Cc1cc2ncn(CC(O)COc3ccc(C(C)C)cc3)c2cc1C (stereo not drawn)
→ 4 | 38
N#Cc1nc(COc2ccc(Br)cc2)oc1N1CCC(C(N)=O)CC1
→ -1 | 23
Cc1ccccc1NCC1OCc2ccccc2CO1
→ 0 | 12
CCOc1ccc(C(=O)NCc2ccc3[nH]c(C)cc3c2)cc1OCC
→ -10 | 5
O=C(NCc1ccc(C(F)(F)F)cc1)C1CCN(c2nccc3sccc23)CC1
→ -4 | -5
COc1ccc(CNC(=O)c2cnn3c(C)c(Cc4ccccc4Cl)c(C)nc23)cc1
→ -7 | -5
C=CCn1c(SCC(=O)Nc2ccc(OC)cc2)nnc1C(c1ccccc1)c1ccccc1
→ 97* | 17
c1ccc(N2CCN(Cc3ccsc3)CC2)nc1
→ -2 | -5
CS(=O)(=O)NC1CCN(c2ncnc3c2CCC3)C1 (stereo not drawn)
→ -3 | -1
O=C(c1cccs1)N1CCN(c2cc(N3CCCCC3)c(F)cc2[N+](=O)[O-])CC1
→ -5 | 51*
COc1ccc(C)cc1NC(=O)c1ccc([N+](=O)[O-])cc1
→ 40 | 10
CN1CCCN(Cc2cc(Br)cs2)CC1
→ -13 | 0
CCCn1c2ccccc2c2nnc(SCCN3CCCCC3)nc21
→ 0 | 5
OCc1nc2ccccc2n1Cc1ccc(F)cc1
→ 1 | -6
CCOc1ccc2nc(Nc3nc4c(c(=O)[nH]3)CCC4)nc(C)c2c1
→ 3 | -1
Cc1cc(C)nc(SCc2ccccc2Cl)n1
→ -1 | -83
CCOC(=O)c1sc(S(C)=O)c2c1CCc1conc1-2 (stereo not drawn)
→ -5 | ·

Further compounds:
Each structure is followed by: Pf apPOL block | mHTT CaM bind
Cc1noc(C2CN(C(=O)c3n[nH]c4ccccc34)CC23CCN(C)CC3)n1 (stereo not drawn)
→ -3 | -1
Cc1nn(-c2nc3ccccc3[nH]2)c2c1C(=O)CC(c1ccc(F)cc1)C2 (stereo not drawn)
→ -14 | 11
CCc1nc(C)nc(N2CCN(C(=O)C(C)C)CC2)c1Cc1ccccc1F
→ 4 | 15
Cc1nc(NCCNS(=O)(=O)c2ccc(OC(F)(F)F)cc2)cc(N(C)C)n1
→ -2 | -10
CCc1c(O)nc2n(c1=O)CCCS2
→ -4 | -2
C/C=C/Cn1c(N(C)Cc2ccccc2)nc2c1c(=O)[nH]c(=O)n2C
→ -4 | 7
O=C(c1cccs1)c1coc2ccc(O)cc12
→ -1 | 4
N#Cc1ccc(N2CCS(=NS(=O)(=O)c3ccc(Cl)cc3)CC2)c([N+](=O)[O-])c1
→ -9 | ·
Cc1ccc(S(=O)(=O)C(C)(C)C)s1
→ 2 | -5
CCOC(=O)C(C)Oc1ccc2cc(-c3ccccc3)c(=O)oc2c1 (stereo not drawn)
→ -2 | -20
CN1CCC(N2CCN(C(=O)c3ccc4c(c3)CCC(=O)N4C)CC2)CC1
→ 2 | -8
CC(C)CN(CC(C)C)S(=O)(=O)N1CCC(C(=O)NCCN2CCOCC2)CC1
→ -16 | 9
CCc1ccc(NC(=O)c2ccc(F)c(S(=O)(=O)N3CC(C)CC(C)C3)c2)cc1 (stereo not drawn)
→ -5 | 3
O=C(c1cc2nc(-c3cccs3)cc(C(F)(F)F)n2n1)N1CCN(C(=O)c2ccco2)CC1
→ 2 | 3
Cc1cc([N+](=O)[O-])ccc1N=Cc1c(C)[nH]n(-c2ccc(Cl)cc2)c1=O
→ 7 | -1
Cc1ccccc1-c1nnc(-c2ccco2)o1
→ 6 | -5
Cc1ccc(C(=O)Nc2ccc(O)c(-c3nc4ccccc4o3)c2)cc1
→ -5 | 3
CCc1cc2c(NC3CCCC3)ncnc2s1
→ -7 | -8
CC1CN2C=CN=C(N3CCN(C(=O)Cc4c(F)cccc4Cl)CC3)C2=N1 (stereo not drawn)
→ -17 | 21
N#CC1=C(N)OC2=C(C(=O)CC(c3ccccc3)C2)C1c1cccc(Cl)c1Cl (stereo not drawn)
→ -6 | 49

Shown field by field: entries from further up.
Compound: CC(C)CN(CC(C)C)S(=O)(=O)N1CCC(C(=O)NCCN2CCOCC2)CC1
- Pf apPOL block: -16
- mHTT CaM bind: 9
Compound: CCc1ccc(NC(=O)c2ccc(F)c(S(=O)(=O)N3CC(C)CC(C)C3)c2)cc1 (stereo not drawn)
- Pf apPOL block: -5
- mHTT CaM bind: 3
Compound: O=C(c1cc2nc(-c3cccs3)cc(C(F)(F)F)n2n1)N1CCN(C(=O)c2ccco2)CC1
- Pf apPOL block: 2
- mHTT CaM bind: 3

Remaining list, next part.
Each structure is followed by: Pf apPOL block | mHTT CaM bind
COc1ccc2oc(=O)cc(-c3cc4cccc(OC)c4o3)c2c1
→ -10 | 1
O=C1NC(=O)N(c2ccccc2)C(=O)/C1=C/c1cc(Br)c(N2CCOCC2)o1
→ 2 | 6
COc1ccccc1NC(=O)N1CCC(c2nnc(-c3ccc(F)cc3)o2)CC1
→ -6 | -8
Cc1ccccc1-n1nc2c(c1NC(=O)C(C)Oc1ccccc1)CS(=O)(=O)C2 (stereo not drawn)
→ -6 | 0
CN(C)c1ncncc1N1CCC(C(=O)NCCN2CCc3ccccc3C2)CC1
→ -4 | 12
CC(=O)c1cccc(NC(=O)CN(c2ccc(Cl)cc2C)S(C)(=O)=O)c1
→ 2 | 6
Cc1[nH]n(-c2ccccc2)c(=O)c1C=Nc1ccc([N+](=O)[O-])cc1Cl
→ -9 | 5
CCOc1ccccc1C(=O)Nc1cc(F)c2[nH]c(=O)ccc2c1
→ 1 | -8
O=[N+]([O-])c1ccccc1S(=O)(=O)Nc1ccc(SC(F)F)cc1
→ 1 | 6
O=C(Nc1c2c(nn1-c1ccc(F)cc1)CS(=O)(=O)C2)c1cccc([N+](=O)[O-])c1
→ -2 | -4
O=C(COc1nsnc1N1CCOCC1)Nc1cccc(C(F)(F)F)c1
→ 2 | 21
CCOc1cc(C(=O)Nc2ccccc2-c2ccccc2)cc(OCC)c1OCC
→ 3 | -3
Nc1ccc(N2CCCCC2)c(Cl)c1
→ 9 | 19
COc1ccc2nc(N3CCCC(C(=O)NCCCOC(C)C)C3)sc2c1 (stereo not drawn)
→ -3 | 7
Cc1ccc2nc(NC(=O)C34CC5CC(C3)CC(n3cnc([N+](=O)[O-])n3)(C5)C4)sc2c1
→ -2 | 2
CN(C)c1ccc(CCCNC(=O)C2CCCCC2)cc1
→ 0 | 3
OCCN1CN=C(Nc2nc3ccccc3o2)NC1
→ -1 | 4
Oc1ccccc1-c1cc(C(F)(F)C(F)F)[nH]n1
→ -1 | -1
N#CCn1nnc2ccccc21
→ -3 | 0
CCOC(=O)N1CCN(C(=O)C2CC(c3ccccc3OC)=NO2)CC1 (stereo not drawn)
→ 0 | -2

Some of the entries so far, as tab-separated lines.
structure	Pf apPOL block	mHTT CaM bind
Cc1[nH]n(-c2ccccc2)c(=O)c1C=Nc1ccc([N+](=O)[O-])cc1Cl	-9	5
CCOc1ccccc1C(=O)Nc1cc(F)c2[nH]c(=O)ccc2c1	1	-8
O=[N+]([O-])c1ccccc1S(=O)(=O)Nc1ccc(SC(F)F)cc1	1	6

Continuation.
Each structure is followed by: Pf apPOL block | mHTT CaM bind
COc1cccc(NC(=O)COc2ccccc2[N+](=O)[O-])c1
→ 6 | -3
Cc1ccc(S(=O)(=O)Nc2nc(N3C(=O)c4ccccc4C3=O)n(-c3ccccc3)n2)cc1
→ 3 | -3
O=C1c2ccc(Oc3cccc([N+](=O)[O-])c3)cc2C(=O)N1c1cccnc1
→ 3 | -1
Cc1cc(C)c(C(=O)ONc2ccc(N=O)cc2)c(C)c1
→ -1 | 32
CN(C)CC1CN(C(=O)c2ccncc2)CC12CCOCC2 (stereo not drawn)
→ 0 | -9
CCC(C)NC(=O)C1(C)CCC(=O)N1Cc1ccccc1Cl (stereo not drawn)
→ -3 | 3
CO/N=C(\C(=O)N[C@@H]1C(=O)N2C(C(=O)O)=C(CSc3nc(=O)c(O)nn3C)CSC12)c1csc(N)n1 (stereo partly drawn)
→ 10 | ·
COCCN1C(=O)Cc2ccccc2C1C(=O)NCc1cccs1 (stereo not drawn)
→ -4 | 0
Cc1ccc(C2CC(c3ccccc3Cl)n3ncnc3N2)cc1 (stereo not drawn)
→ 4 | 6
COCCCNC(=O)c1nc(-c2cccc(F)c2)n2c1CCCCC2
→ 3 | 5
COc1ccc(Nc2ncc3c(n2)CCN(Cc2ccc4c(c2)OCCO4)C3)cc1
→ -6 | 61*
Cc1cccc(C(=O)Nc2ccc(N3CCN(C4CCCCC4)C3=O)nc2)c1
→ -1 | 4
O=C(Nc1ccc(N2CCOCC2)c(Cl)c1)c1cccnc1Cl
→ 4 | -3
CCC(C)NC(=O)c1cc(NC(C)=O)cc2nc(C)ccc12 (stereo not drawn)
→ 24 | 7
Cc1cccc(OC2CCN(C(=O)c3cccc(F)c3)CC2)c1
→ -1 | -1

A different layout for part of the listing above.
COc1ccc(Nc2ncc3c(n2)CCN(Cc2ccc4c(c2)OCCO4)C3)cc1
  Pf apPOL block: -6	mHTT CaM bind: 61*

O=C(Nc1ccc(N2CCOCC2)c(Cl)c1)c1cccnc1Cl
  Pf apPOL block: 4	mHTT CaM bind: -3

Source: PubChem
